Assay outcomes deposited in PubChem by National Center for Advancing Translational Sciences (NCATS).
HP1b binding inh = inhibitors of HP1-beta chromodomain binding to methylated histone tails; P83916; AlphaScreen HP1-beta / biotin-H3K9me3 peptide binding; Potency, µM (doses to about 114 µM), inactives show at the top dose activity change, negative = inhibition, most hits filed as inhibitors; 390,000 tested, 0.56% active; AID 540317; note: potency is the fitted concentration of half-maximal effect; nearly all actives have a fitted effect of over 70% in size; inactives centre near 23
Target sequence (P83916 whole entry, looked up): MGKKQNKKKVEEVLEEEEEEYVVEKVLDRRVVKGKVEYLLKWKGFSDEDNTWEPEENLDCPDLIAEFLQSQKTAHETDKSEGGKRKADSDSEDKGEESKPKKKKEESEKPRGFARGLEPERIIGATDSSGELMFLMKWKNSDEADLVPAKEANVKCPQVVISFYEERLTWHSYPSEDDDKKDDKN
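AlphaScreen: HP1-beta (50 nM) preformed 30 min with biotin-H3(1-18)K9me3 peptide (50 nM) in PBS pH 7.4, 0.01% Tween-20. Compound added for 30 min at RT, then streptavidin donor/nickel chelate acceptor beads (10 ug/mL) for 30 min.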
G9a block = blocks human histone lysine methyltransferase G9a; G9a H3K9 monomethylation, AlphaScreen, 2 h; Potency, µM (series often up to 102 µM), for the others: top-dose activity, negative = inhibition, actives largely listed as inhibitors; 350,000 tested, 8.8% active; AID 504332; note: potency is the fitted concentration of half-maximal effect; % is set by controls: 0 for no effect and ±100 for the full control effect; nearly all actives have a fitted effect of over 75% in size
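G9a (20 nM) was preincubated 15 min with compound, then reacted 2 h at room temperature with 500 nM biotin-H3K9 peptide and 20 µM SAM. Monomethyl-H3K9 detected by AlphaScreen using anti-H3K9me1 antibody.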
Pin1 inh = human Pin1 inhibition; Q13526; Pin1 FP peptide displacement, HiFluor488, 10 min; Potency, µM (highest dose often 115 µM), for inactives: top-dose activity, negative = inhibition, usual class: inhibitors; 390,000 tested, 0.009% active; active = well fitted inhibition curve with a large enough effect in the polarisation, with a control signal flat, not every such curve was filed as active; inconclusive = small, poorly fitted or top-dose-only effect, or effect the other way, or a change in a side signal; inactive = no such curve, though single readings can be large or run the other way; the % refers to the polarisation; note: potency is the fitted concentration of half-maximal effect; % is set by controls: 0 for no effect and ±100 for the full control effect
Target sequence (Q13526 whole entry, looked up): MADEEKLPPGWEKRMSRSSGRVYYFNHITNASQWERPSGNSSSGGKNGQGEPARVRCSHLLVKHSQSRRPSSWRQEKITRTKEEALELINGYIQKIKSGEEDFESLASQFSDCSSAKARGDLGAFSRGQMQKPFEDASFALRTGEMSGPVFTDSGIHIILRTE
BAZ2B block = BAZ2B (human) inhibition. Q9UIF8. AlphaScreen BAZ2B-H3K14Ac peptide displacement. Potency, µM (top dose mostly 114 µM), for inactives: top-dose activity change, negative = inhibition, usual class: inhibitors. 360,000 tested, 4.4% active; note: potency is the fitted concentration of half-maximal effect; % is set by controls: 0 for no effect and ±100 for the full control effect; nearly all actives have a fitted effect of over 60% in size
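AlphaScreen displacement: compounds (up to 110uM) incubated 30 min at room temperature with a preformed 50 nM BAZ2B/50 nM biotinylated H3K14Ac peptide complex in PBS pH 7.4 with Tween-20. Donor and acceptor beads at 10 ug/mL final added, 20 min light-protected before reading.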
GLS inh = glutaminase GLS (human) inhibition. O94925. GLS enzymatic activity, qHTS titration. Potency, µM (doses to about 45.5 µM), for the others: top-dose activity change, negative = inhibition, usual class: inhibitors. 410,000 tested, 0.21% active; note: potency is the fitted concentration of half-maximal effect; % is set by controls: 0 for no effect and ±100 for the full control effect
Target sequence (O94925 whole entry, looked up): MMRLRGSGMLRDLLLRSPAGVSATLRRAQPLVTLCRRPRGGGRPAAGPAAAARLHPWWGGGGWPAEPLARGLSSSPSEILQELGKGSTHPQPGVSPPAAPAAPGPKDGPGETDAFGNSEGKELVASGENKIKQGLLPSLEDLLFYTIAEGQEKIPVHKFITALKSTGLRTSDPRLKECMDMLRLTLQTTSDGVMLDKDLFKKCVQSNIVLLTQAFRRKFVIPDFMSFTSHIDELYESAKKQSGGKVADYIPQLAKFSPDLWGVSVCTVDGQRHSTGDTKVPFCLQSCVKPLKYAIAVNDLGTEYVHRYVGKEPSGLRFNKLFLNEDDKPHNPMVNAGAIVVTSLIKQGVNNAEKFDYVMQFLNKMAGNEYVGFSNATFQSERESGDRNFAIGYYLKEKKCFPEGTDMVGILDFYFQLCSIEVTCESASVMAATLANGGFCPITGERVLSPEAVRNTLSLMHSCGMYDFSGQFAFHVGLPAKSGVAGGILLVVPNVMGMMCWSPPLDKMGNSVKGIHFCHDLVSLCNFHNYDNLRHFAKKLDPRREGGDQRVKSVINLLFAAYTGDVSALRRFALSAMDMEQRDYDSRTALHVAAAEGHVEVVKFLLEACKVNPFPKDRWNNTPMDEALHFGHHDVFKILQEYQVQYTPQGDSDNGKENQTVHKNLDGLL
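Glutamate formation by hKGA was monitored fluorometrically using coupled glutamate oxidase, HRP and Amplex Red. Substrate was added as 1 mM L-glutamine solution; incubation was 30 min at RT after an initial read.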
PI4K2A block = inhibitors of human PI4K2A; Q9BTU6; purified PI4K2A, ADP-Glo luminescence, 1 h; hits give low values; activity change, negative = inhibition, % at 76.9 µM; 420,000 tested, 0.13% active; AID 1346378; in the data active = activity change below about -50%; inconclusive = mostly about -30% to -49%;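 note: -100% = wells without enzyme as full effect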
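PI4K2A activity was measured by ADP-Glo luminescence: enzyme (4 ug/mL stock) and phosphatidylinositol (1.2 mM stock) in Tris pH 7.5/MgCl2/EGTA/Triton X-100 buffer were reacted with ATP (300 microM stock) for one hour at ambient temperature.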
ERG-DNA inh = blocks human ERG Ets domain binding to DNA; P11308; fluorescence polarization, His-ERG Ets domain / labelled DNA; Potency, µM (highest dose often 76.9 µM), for the others: top-dose FP activity, negative = inhibition, usual class: inhibitors; 370,000 tested, 0.028% active; AID 624246; active = well fitted inhibition curve with a large enough effect in the polarisation, with a control signal flat; inconclusive = small, poorly fitted or top-dose-only effect, or effect the other way, or a change in a side signal; inactive = no such curve, though single readings can be large or run the other way; the % refers to the polarisation;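 note: polarization taken with two DNA probes labelled with fluorescein and Texas red; potency is the fitted concentration of half-maximal effect; % of control where 0% means no effect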
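His-tagged ERG Ets domain (1 uM in the protein solution; 300mM KCl, 50mM Tris-HCl, 1mM EDTA, 1mM DTT, pH 7.5) received compound, then a probe mix of 5 nM fluorescein-DNA and 100nM Texas-615-DNA. Fluorescence polarization was read for both dyes.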
PGK inhibitor = T. brucei PGK inhibition; PGK/GAPDH coupled, Kinase-Glo luminescence, 60 min; P07378; Potency, µM (series often up to 57.5 µM), inactives show at the highest dose activity change, negative = inhibition, hits mostly inhibitors; AID 602233; 380,000 tested, 0.043% active; note: potency is the fitted concentration of half-maximal effect; % is set by controls: 0 for no effect and ±100 for the full control effect; nearly all actives have a fitted effect of over 60% in size
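Luminescent ATP detection (Kinase-Glo Plus) follows a 60-minute room-temperature incubation, with wells lacking PGK as controls. Buffer: 100 mM TEA (pH 7.6), 5 mM MgCl2, 0.01% Tween-20. Coupling enzyme GAPDH (100 nM final) supplies unstable 1,3-BPG in-well.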
JMJD2A Tudor inh = inhibitors of human JMJD2A Tudor domain. Potency, µM (top dose mostly 114 µM), inactives show top-dose activity change, negative = inhibition, most hits filed as inhibitors. AlphaScreen JMJD2A-Tudor / H3K4me3 peptide binding. O75164. 390,000 tested, 4.4% active; note: potency is the fitted concentration of half-maximal effect; % is set by controls: 0 for no effect and ±100 for the full control effect; nearly all actives have a fitted effect of over 50% in size
Starred values were filed as active, the others as inactive; i = inactive; ? = inconclusive; · = not tested or not shown; & = joins results of further samples; [ ] = remark or other dose. Unless noted, calls come from the whole dose curve; as a rule, active = well fitted curve in the direction sought with a large enough effect; inconclusive = small, poorly fitted or top-dose-only effect, or another doubt; inactive = no such curve, though single readings can be large; an effect the other way counts as inactive or inconclusive.

SMILES | HP1b binding inh | G9a block | Pin1 inh | BAZ2B block | GLS inh | PI4K2A block | ERG-DNA inh | PGK inhibitor | JMJD2A Tudor inh
O=C(NC1CCCC1)c1ccccc1-c1nc2ccccc2[nH]1 | 34% | -21%[12.7 µM] | -1% | -3% | 10% | -8 | 0% | -1% | 0%
Cc1c(-c2ccccc2Cl)nc2ccccc2c1C(=O)O | 22% | ? | 3% | -15% | -3% | 2 | -13% | -3% | -14%
Nc1cc(=O)nc(SCC(=O)Nc2cccc3ccccc23)n1CCc1ccccc1 | 19% | 14% | 23% | -1% | -4% | -3 | 8% | i | -21%
CN(C)S(=O)(=O)c1ccc(C(=O)OCC(=O)Nc2sc3c(c2C#N)CCCCC3)cc1 | -7% | -19% | 32%[activator] | -7% | 15% | -3 | ? | -13% | -29%
CCOc1cnc(C(=O)NNC(=O)c2ccccc2Br)o1 | 48%[activator] | 2% | -6% | -14% | -4% | 2 | 2% | -10% | 6%
CC(=O)Nc1ccc(NC(=O)COC(=O)c2ccccc2C(=O)c2ccccc2)cc1 | 30% | ? | 0% | 7% | 0% | -6 | 16% | i | -13%
CN(CC(=O)Nc1cccc(F)c1)C(=O)C1CCN(S(=O)(=O)c2ccc3c(c2)OCCO3)CC1 | 36% | -4%[0.501 µM] | 0% | -3% | 11% | 1 | · | 21% | -3%
O=C(c1ccccc1)N1CCN(S(=O)(=O)c2ccc(Cl)c(C(F)(F)F)c2)CC1 | 30% | -41%[12.7 µM] | 0% | -4% | 1% | -3 | -3% | -7% | -7%
NC(=O)C1CCN(C(=O)/C=C/c2ccco2)CC1 | 6% | 8.9µM* | -4% | 8% | 3% | 4 | 5% | i | -16%
N/C(=N\OC(=O)Cc1ccc(-c2ccccc2)cc1)c1cccc([N+](=O)[O-])c1 | -6% | 16% | ? | -37% | 12% | -2 | -5% | 6% | -26%
CN(C(=O)COC(=O)c1cc(-c2ccco2)nc2ccccc12)C1CCS(=O)(=O)C1 (centres undefined) | ? | 2.5µM* | 35µM* | 40µM* | 10µM* | ? | 5% | ? | ?
Cc1cc(C)cc(N2Cc3ccccc3C2)c1 | 35% | 10µM* | -12% | -6% | 6% | -6 | 3% | -9% | -24%
N#CCOC(=O)C1CCN(S(=O)(=O)c2ccc3c(c2)OCCO3)CC1 | 13% | -2% | 1% | -4% | 3% | 0 | -1% | -3% | -11%
COc1ccc(NS(=O)(=O)c2ccc(OCC(=O)N3CCCC3)cc2)cc1 | 23% | ? | -3% | -6% | 5% | 5 | -2% | -2% | -14%
Cc1nc2ccccc2n1C(=O)c1ccccc1[N+](=O)[O-] | 17% | -14%[59 µM] | 3% | -11% | 2% | -1 | -2% | 0% | -7%
CC(=O)c1cccc(NC(=O)c2nc(-c3ccccc3)n(-c3cccc(Cl)c3)n2)c1 | 11% | -10%[59 µM] | 8% | -2% | -8% | 3 | 1% | -1% | -18%
O=C(O)c1c(-c2ccccc2)oc2ccc(O)cc12 | 39%[activator] | 2% | -5% | -3% | 14% | 2 | -2% | 4% | -1%
COc1ccc(OC)c(S(=O)(=O)N2CCC(n3c(C)nc4cccnc43)CC2)c1 | 13% | 7%[59 µM] | 1% | 5% | 1% | -2 | -4% | -1% | 13%
CC(C)(C)NS(=O)(=O)CC12CCC(CC1=O)C2(C)C (centres undefined) | 22% | 18%[59 µM] | 0% | -3% | 5% | -3 | -1% | 1% | -17%
CCCCC1=NN(C(=O)c2cocc2C)C(O)(C(F)(F)F)C1 (centres undefined) | 37% | 13%[59 µM] | -5% | 0% | 0% | 1 | 5% | · | -10%
O=C(NCc1cccs1)c1ccc2c(c1)N(Cc1cccc(F)c1)C(=O)c1ccccc1S2 | 33% | -23%[59 µM] | 33%[activator] | 0% | -9% | -6 | 2% | -10% | -7%
CNC(=S)Nc1ccc(OC)c(OC)c1 | 24% | ? | -10% | -3% | 7% | -1 | 2% | 9% | -3%
O=C(Cn1nnnc1CN1CCOCC1)N1CCC(c2cccc(Cl)c2)C1 (centres undefined) | 16% | · | 4% | 2% | 20% | 3 | 0% | 5% | -14%
CN(C)c1ccc(/C=N/NC(=O)CN2CCCCC2)cc1Br | 28% | -9%[0.501 µM] | 5% | 9% | 3% | -2 | -1% | -5% | -16%
c1ccc2c(c1)[nH]c1c(N3CCCC3)ncnc12 | 14% | -34%[12.7 µM] | -1% | 5% | 21% | 5 | 0% | -8% | 13%
Remaining list, next part
SMILES | HP1b binding inh | G9a block | Pin1 inh | BAZ2B block | GLS inh | PI4K2A block | ERG-DNA inh | PGK inhibitor | JMJD2A Tudor inh
S=C(NCCN1CCOCC1)N/N=C/c1ccccc1 | 26% | ? | 5% | -21% | 23% | -6 | -5% | -2% | -24%
COCCCNC(=O)CNC(=O)c1cn(-c2ccccc2OC)c(=O)c2ccccc12 | 42%[activator] | 2% | -12% | 4% | -2% | -7 | 3% | i | -5%
COc1ccc(S(=O)(=O)n2nc(C)cc2C)c(C)c1C | 36% | 12% | -3% | -3% | -10% | 4 | · | 0%[11.5 µM] | 9%
CN1CCN(c2ccc(-c3cccc(NC(=O)COc4ccc(Cl)cc4Cl)c3)nn2)CC1 | 16% | 2%[59 µM] | 10% | 4% | 0% | 2 | 6% | -10% | -13%
Cn1c(NCCN(CCO)CCCc2ccc([N+](=O)[O-])cc2)cc(=O)n(C)c1=O | 31% | ? | 3% | · | 17%&14% | -9&-2 | -18% | -11% | 0%
CCOC(=S)SCC(=O)N1CCc2ccccc2C1C1C(=O)CCCC1=O (centres undefined) | 5% | ? | -4% | ? | 15% | -2 | 16% | 1% | -13%
CCC(C)NC(=O)c1ccc([N+](=O)[O-])c(Cl)c1 (centres undefined) | 36% | 22% | -10% | -4% | 8% | 1 | 16% | 6% | -1%
Cc1nnc2c(NCCC(C)C)nc3ccccc3n12 | 16% | 17% | 6% | 15% | 49%[activator] | -1 | -2% | -7% | -16%
Cc1ccccc1C(=O)NCCCn1ccnc1 | 27% | 17% | 1% | -8% | -3% | 4 | -6% | -4% | -11%
O=C(O)COc1cnc2ccccc2n1 | 31% | 27%[12.7 µM] | 9% | ? | 1% | -3 | 5% | 3% | -11%
COc1ccc(S(=O)(=O)N(CC(=O)NCC2CCCO2)c2ccccc2)cc1OC (centres undefined) | 54%[activator] | 4% | 6% | 0% | -4% | 3 | 2% | -7% | 5%
CCCCS(=O)(=O)N1CCCC(C(=O)Nc2ccc(Cl)cn2)C1 (centres undefined) | 30% | 36%[activator] | -7% | -5% | -4% | 3 | -5% | 4% | -1%
O=C(NCc1cccs1)C(=O)NCC1OCCCN1S(=O)(=O)c1cc(F)ccc1F (centres undefined) | 6% | · | 0% | -4% | 6% | 1 | 1% | -1% | -21%
COCCn1c(SCC(=O)NC(C)c2ccc(F)cc2)nc2ccccc21 (centres undefined) | 33% | -40% | 5% | -19% | 11% | 11 | 2% | -7% | -1%
CCCNC(=O)c1ccccc1NC(=O)CSCc1ccc(OC)cc1 | 4% | 15%[59 µM] | 0% | -4% | 1% | -3 | 0% | i | -14%
Cn1c(=O)[nH]c(=O)c2c1nc(NCCCn1ccnc1)n2Cc1ccc(F)cc1 | 44%[activator] | 5%[12.7 µM] | 3% | -35% | 2% | 2 | 8% | -6% | -11%
COc1ccc(-c2nc3ccccn3c2C=O)cc1 | 37% | 6%[59 µM] | -4% | 2% | -11% | 0 | 4% | -9% | -7%
CCC1CCCCN1CCCNC(=O)c1cn(CC(C)C)c(=O)c2cc(OC)c(OC)cc12 (centres undefined) | 12% | ? | -3% | 11% | -9% | -10 | 8% | -2% | -13%

Another view of some results above:
HP1b binding inh	G9a block	Pin1 inh	BAZ2B block	GLS inh	PI4K2A block	ERG-DNA inh	PGK inhibitor	JMJD2A Tudor inh	Structure
54%[activator]	4%	6%	0%	-4%	3	2%	-7%	5%	COc1ccc(S(=O)(=O)N(CC(=O)NCC2CCCO2)c2ccccc2)cc1OC (centres undefined)
30%	36%[activator]	-7%	-5%	-4%	3	-5%	4%	-1%	CCCCS(=O)(=O)N1CCCC(C(=O)Nc2ccc(Cl)cn2)C1 (centres undefined)
6%	·	0%	-4%	6%	1	1%	-1%	-21%	O=C(NCc1cccs1)C(=O)NCC1OCCCN1S(=O)(=O)c1cc(F)ccc1F (centres undefined)
33%	-40%	5%	-19%	11%	11	2%	-7%	-1%	COCCn1c(SCC(=O)NC(C)c2ccc(F)cc2)nc2ccccc21 (centres undefined)
4%	15%[59 µM]	0%	-4%	1%	-3	0%	i	-14%	CCCNC(=O)c1ccccc1NC(=O)CSCc1ccc(OC)cc1
44%[activator]	5%[12.7 µM]	3%	-35%	2%	2	8%	-6%	-11%	Cn1c(=O)[nH]c(=O)c2c1nc(NCCCn1ccnc1)n2Cc1ccc(F)cc1
37%	6%[59 µM]	-4%	2%	-11%	0	4%	-9%	-7%	COc1ccc(-c2nc3ccccn3c2C=O)cc1
12%	?	-3%	11%	-9%	-10	8%	-2%	-13%	CCC1CCCCN1CCCNC(=O)c1cn(CC(C)C)c(=O)c2cc(OC)c(OC)cc12 (centres undefined)
